Screening data from PubChem.
FH mod: Identification of activators of human fumarate hydratase by quantitative high-throughput screening | 54,000 tested, 0.22% active | Potency, µM (titrated, usually from 79.9 µM), without a hit: top-dose activity change, negative = inhibition, most hits filed as inhibitors | FH coupled MDH/diaphorase resazurin fluorescence, 15 min | Fumarate hydratase, mitochondrial (Homo sapiens), P07954; note: potency is the fitted concentration of half-maximal effect; % is set by controls: 0 for no effect and ±100 for the full control effect; the screen sought activators but most active calls are inhibition curves; nearly all actives have a fitted effect of over 45% in size
TSG101-PTAP inh: qHTS Validation Assay for Inhibitors of HIV-1 Budding by Blocking the Interaction of PTAP/TSG101: Sytravon Library Screen; Tumor susceptibility gene 101 protein (Homo sapiens), Q99816; 44,000 tested, under 10 active; AID 1347069, 2019; Potency, µM (titrated, usually from 115 µM), inactives show at the highest dose activity change, negative = inhibition, actives largely listed as inhibitors; Fluorescence polarization, FITC-PTAP peptide/Tsg101, 20 min; note: potency is the fitted concentration of half-maximal effect; 0% is about no effect
Target sequence (Q99816 whole entry, looked up): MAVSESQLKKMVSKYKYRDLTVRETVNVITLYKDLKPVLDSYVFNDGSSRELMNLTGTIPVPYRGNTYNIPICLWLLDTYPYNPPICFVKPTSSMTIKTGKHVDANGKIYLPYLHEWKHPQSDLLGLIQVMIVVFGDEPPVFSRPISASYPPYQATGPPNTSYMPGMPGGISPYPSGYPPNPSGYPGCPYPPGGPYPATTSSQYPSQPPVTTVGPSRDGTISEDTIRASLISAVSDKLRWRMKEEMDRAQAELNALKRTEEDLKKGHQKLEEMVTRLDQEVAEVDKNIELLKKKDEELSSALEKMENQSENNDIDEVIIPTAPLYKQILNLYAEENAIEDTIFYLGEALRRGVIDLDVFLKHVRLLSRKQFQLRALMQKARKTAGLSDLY
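Steps: Tsg101 binding domain (10 uM final) in HEPES pH 7.5/NaCl/Tween 20/EDTA/TCEP; add compound; add FITC-PTAP peptide (50 nM final); incubate 20 min r.t.; read polarization.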
GALK inh: qHTS Assay for Inhibitors of Human Galactokinase (GALK): NCGC Sytravon Library Screen. Potency, µM (top dose mostly 57.5 µM), inactives show top-dose activity, negative = inhibition, hits mostly inhibitors. recombinant GALK, Kinase-Glo ATP luminescence, 1 h. P51570. AID 1347072, 2019. 44,000 tested, under 10 active;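 note: plate controls were full GALK reaction for no effect and reaction lacking GALK for full effect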
Target sequence (P51570 whole entry, looked up): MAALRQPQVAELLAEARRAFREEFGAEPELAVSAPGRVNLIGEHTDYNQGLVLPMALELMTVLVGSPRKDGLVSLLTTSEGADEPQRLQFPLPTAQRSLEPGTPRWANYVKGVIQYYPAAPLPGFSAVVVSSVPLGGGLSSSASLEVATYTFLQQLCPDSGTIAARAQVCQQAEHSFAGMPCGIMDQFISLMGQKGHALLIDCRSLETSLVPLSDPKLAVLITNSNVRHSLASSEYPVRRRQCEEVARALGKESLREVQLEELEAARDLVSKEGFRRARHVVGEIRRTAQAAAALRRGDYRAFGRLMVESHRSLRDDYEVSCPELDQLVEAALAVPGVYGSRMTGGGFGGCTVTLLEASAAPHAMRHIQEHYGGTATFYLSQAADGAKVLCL
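Human GALK (5 nM) was incubated with 35 uM ATP and 100 uM galactose in 20 mM HEPES pH 8.0 with MgCl2, NaCl, DTT and BSA for 1 h at room temperature. Remaining ATP was measured by Kinase-Glo Plus luminescence.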
p53null 39C kill: qHTS Screen for Compounds that Selectively Target Cancer Cells with p53 Mutations: Cytotoxicity of p53 Null Cells at the Nonpermissive Temperature; H1299 p53-null (neo) cells, 39C, ATPlite viability, 24 h; 55,000 tested, 0.97% active; Potency, µM (doses to about 46.1 µM), without a hit: at the highest dose activity, negative = cell killing, usual class: cytotoxic;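 note: potency is the fitted concentration of half-maximal effect; 0% = DMSO only and -100% = full killing by 100 µM tamoxifen; nearly all actives have a fitted effect of over 50% in size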
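ATP-luminescence viability readout (ATPlite, 20 min RT) after 24 hr compound treatment at 39C of H1299-neo or H1299-p53A138V cells; titration up to 46 uM; normalized to DMSO and 100 uM tamoxifen; Hill-fit AC50.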
B2AR arrestin ag: qHTS assay of beta-arrestin-biased ligands of beta2-adrenergic receptor: NCGC Sytravon Library Screen; Beta-2 adrenergic receptor (Homo sapiens), P07550; HTLA Tango cells, beta-arrestin recruitment, luciferase luminescence, 18 h; Potency, µM (doses to about 46.1 µM), for the others: at the highest dose activation, hits mostly activators; 44,000 tested, under 10 active;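 note: potency is the fitted concentration of half-maximal effect; 0% = DMSO and full agonism = EC100 isoproterenol or metaproterenol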
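First, Tango cells carrying beta2-AR and beta-arrestin fusions received compound up to 46 microM. After 18 hr at 37 degrees C, luciferase substrate was added for 15 minutes, then luminescence gave %Activity for curve fitting.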
NTMT1 inhibitor: Primary qHTS for Inhibitors of N-terminal methyltransferase 1 (NTMT1): MTaseGlo Assay. Potency, µM (top dose mostly 114 µM), without a hit: at the highest dose activity change, negative = inhibition, most hits filed as inhibitors. NTMT1 MTase-Glo SAH luminescence, purified enzyme. 59,000 tested, 2.5% active;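 note: potency is the fitted concentration of half-maximal effect; plate controls were DMSO vehicle for no effect and no enzyme for full effect; nearly all actives have a fitted effect of over 65% in size; many of its hits are not listed in these tables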
Target sequence (Q9BV86 whole entry, looked up): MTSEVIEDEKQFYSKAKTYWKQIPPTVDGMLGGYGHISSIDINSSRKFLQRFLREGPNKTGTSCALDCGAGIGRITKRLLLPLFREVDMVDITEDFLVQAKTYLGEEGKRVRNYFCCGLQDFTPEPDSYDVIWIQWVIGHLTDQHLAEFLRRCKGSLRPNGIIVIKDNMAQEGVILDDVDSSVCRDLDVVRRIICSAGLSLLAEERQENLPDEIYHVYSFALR
p53null 32C kill: qHTS Screen for Compounds that Selectively Target Cancer Cells with p53 Mutations: Cytotoxicity of p53 Null Cells at the Permissive Temperature; AID 903, 2007; 55,000 tested, 0.62% active; H1299-neo p53 null cells, ATP luminescence, 24 h, 32C; Potency, µM (top dose mostly 46.1 µM), without a hit: at the top dose activity change, negative = cytotoxicity, most hits filed as cytotoxic;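 note: potency is the fitted concentration of half-maximal effect; 0% = DMSO only and -100% = full killing by 100 µM tamoxifen; nearly all actives have a fitted effect of over 55% in size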
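H1299-neo, 600 cells/well; overnight 37C; cpd up to 46 uM, 24 h at 32C; ATPlite luminescence after 20 min RT; normalized to DMSO (0%) and tamoxifen 100 uM (100% kill); Hill-fit AC50.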
Starred values were filed as active, the others as inactive; ? = inconclusive; · = not tested or not shown; [ ] = another dose, or the depositor's remark. Calls come from the whole dose curve; as a rule, active = well fitted curve in the direction sought with a large enough effect; inconclusive = small, poorly fitted or top-dose-only effect, or another doubt; inactive = no such curve, though single readings can be large; an effect the other way counts as inactive or inconclusive.

1	COc1ccccc1Cn1cc(C(=O)c2ccc(C)cc2)c(=O)c2cc3c(cc21)OCCO3
2	CCCCOC(=O)c1ccc(NC(=O)Cc2coc3ccc(C(C)C)cc23)cc1
3	Cc1nc(-n2nc(C)c(Cc3ccccc3Cl)c2C)sc1C(=O)Nc1ccccc1F
4	CCOc1ccccc1NC(=O)Cn1c(=O)n(CCCC(=O)NCCc2ccc(C)cc2)c(=O)c2ccccc21
5	CCOC(=O)c1cc(-c2ccc(OC)cc2)n(CCC(=O)NCCc2ccccc2)c1C
6	O=C(NCc1ccc(F)cc1)C(=O)NCC(c1ccc2c(c1)OCO2)N1CCOCC1 (centres undefined)
7	CCOC(=O)c1ccc(NC(=O)C2CCN(S(=O)(=O)c3ccc(C)cc3)CC2)cc1
8	CCOc1cccc2sc(NC(=O)c3ccc(S(=O)(=O)N4CCc5ccccc54)cc3)nc12

Assay by compound	1	2	3	4	5	6	7	8
FH mod	-10%	?	-23%	-25%	?	-4%	-15%	-1%
TSG101-PTAP inh	-6%	-2%	1%	-2%	11%	-1%	1%	-1%
GALK inh	-3%	3%	-9%	-7%	2%	1%	1%	0%
p53null 39C kill	-9%	23%	8%	-10%	24%	10%	-7%	42%[activator]
B2AR arrestin ag	-2%	0%	-2%	-2%	-1%	-1%	1%	-1%
NTMT1 inhibitor	3%	-9%	0%	5%	-2%	3%	-1%	-8%
p53null 32C kill	-3%	19%	3%	9%	13%	4%	4%	?

9	COc1cc(OC)c(NC(=O)Cn2c(SCc3ccccc3F)nc3cccnc32)cc1Cl
10	O=C(CCc1ccccc1)NC1CC(=O)N(c2cccc(F)c2)C1 (centres undefined)
11	COc1ccc(C(=O)NCCn2cc(SC(C)c3ccccc3)c3ccccc32)cc1OC (centres undefined)
12	COC(=O)c1cccc(NC(=O)C2CCN(S(=O)(=O)Cc3ccccc3)CC2)c1C
13	COc1ccc(-n2cc(C(=O)Nc3cc(F)ccc3F)c3ccccc3c2=O)cc1
14	CCOC(=O)c1c(C)n(S(=O)(=O)c2ccc(C)cc2C)c2ccc(NS(=O)(=O)c3ccc(C)cc3C)cc12
15	COc1ccc(CN2CCN(c3ncnc4sc5c(c34)CC(C)CC5)CC2)cc1F (centres undefined)
16	CCC(=O)N1CCc2cc(Br)cc(S(=O)(=O)CCC(=O)Nc3cccc(CC)c3)c21

Assay by compound	9	10	11	12	13	14	15	16
FH mod	4%	-6%	-19%	·	-19%	0%	-25%	-11%
TSG101-PTAP inh	1%	-5%	-10%	0%	3%	1%	-1%	-5%
GALK inh	-5%	-5%	-2%	1%	0%	2%	1%	-3%
p53null 39C kill	0%	-9%	·	-1%	68%[activator]	20%	16%	-8%
B2AR arrestin ag	3%	-1%	1%	-2%	2%	1%	1%	1%
NTMT1 inhibitor	6%	-3%	-9%	·	9%	-1%	1%	-4%
p53null 32C kill	-6%	4%	·	-2%	5%	11%	8%	4%

A draw from above in order of count of non-hydrogen atoms, falling:
14	CCOC(=O)c1c(C)n(S(=O)(=O)c2ccc(C)cc2C)c2ccc(NS(=O)(=O)c3ccc(C)cc3C)cc12
9	COc1cc(OC)c(NC(=O)Cn2c(SCc3ccccc3F)nc3cccnc32)cc1Cl
16	CCC(=O)N1CCc2cc(Br)cc(S(=O)(=O)CCC(=O)Nc3cccc(CC)c3)c21
10	O=C(CCc1ccccc1)NC1CC(=O)N(c2cccc(F)c2)C1 (centres undefined)

Assay by compound	14	9	16	10
FH mod	0%	4%	-11%	-6%
TSG101-PTAP inh	1%	1%	-5%	-5%
GALK inh	2%	-5%	-3%	-5%
p53null 39C kill	20%	0%	-8%	-9%
B2AR arrestin ag	1%	3%	1%	-1%
NTMT1 inhibitor	-1%	6%	-4%	-3%
p53null 32C kill	11%	-6%	4%	4%

Next part.
17	CC(C)(C)C(=O)Nc1ccc2nc(SCC(=O)N3CCOCC3)sc2c1
18	Clc1cccc(N2CCN(c3c4c(nc5nncn35)CCC4)CC2)c1
19	CCn1c(=O)c2cc(C(=O)NCCCN3CCC(C)CC3)sc2c2ccccc21
20	CCC(=O)N1CCc2cc(Br)cc(S(=O)(=O)CCC(=O)N3CCN(c4ccccc4OC)CC3)c21
21	COc1ccc(NC(=O)C(C)Sc2cc(-c3ccccc3)nc(C)n2)cc1Cl (centres undefined)
22	COC(=O)c1ccccc1NC(=O)Cn1nnc2sc(-c3ccccc3)cc2c1=O
23	CC(C)OC(=O)c1c(-c2ccccc2)c(-c2ccccc2)nn(C)c1=O
24	Cc1cccc(C(c2sc3nc(-c4ccco4)nn3c2O)N2CCN(c3ccccc3)CC2)c1 (centres undefined)

Assay by compound	17	18	19	20	21	22	23	24
FH mod	-9%	-15%	?	0%	?	0%	-1%	-13%
TSG101-PTAP inh	-5%	-4%	-6%	-1%	1%	2%	3%	-6%
GALK inh	2%	-2%	1%	-3%	6%	-3%	2%	-8%
p53null 39C kill	-23%	8%	?	4%	16%	10%	0%	5%
B2AR arrestin ag	-1%	0%	-1%	1%	-1%	-2%	4%	?
NTMT1 inhibitor	8%	-2%	?	3%	2%	12%	-19%	7%
p53null 32C kill	-23%	0%	-1%	0%	9%	-4%	-7%	11%

25	COc1cccc(C(=O)N2CCc3c([nH]c4ccccc34)C2c2ccc(SC)cc2)c1 (centres undefined)
26	CCN(CC)S(=O)(=O)c1ccc2c(c1)N(CC(=O)Nc1c(C)cccc1C)C(=O)C1CCCN21 (centres undefined)
27	CCOc1ccc(CNC(=O)C2Cc3cc(S(=O)(=O)N4CCCCCC4)ccc3N2C(C)=O)cc1 (centres undefined)
28	Cc1cc(S(=O)(=O)N2CCN(Cc3noc(CCC(=O)N4CCCCC4)n3)CC2)ccc1F
29	CCC(=O)N1CCc2cc(S(=O)(=O)CCC(=O)NCc3ccc(OC)cc3)ccc21
30	Cc1ccc(C(C)C)c(OCCSc2nc3ccccc3n2CC(O)CO)c1 (centres undefined)
31	CC(C)c1ccc(NC(=O)CSC2=Nc3ccccc3C3=NC(CC(=O)NC4CCCCC4)C(=O)N23)cc1 (centres undefined)
32	CCOc1cc(-c2ccc(OC(=O)c3ccc(Cl)cc3)c(OC)c2)cc(=O)c2c(C)oc(C)c12

Assay by compound	25	26	27	28	29	30	31	32
FH mod	-32%	16%	2%	-42%	1%	-18%	-15%	-11%
TSG101-PTAP inh	2%	-1%	-5%	-7%	0%	-19%	1%	2%
GALK inh	4%	-1%	-1%	1%	0%	1%	0%	-11%
p53null 39C kill	4%	12%	-6%	9%	7%	?	7%	-8%
B2AR arrestin ag	0%	-1%	0%	1%	0%	0%	0%	-3%
NTMT1 inhibitor	1%	-3%	-7%	-6%	17%	-2%	5%	11%
p53null 32C kill	8%	0%	-7%	-4%	12%	4%	0%	8%

33	CCCCCn1c(=O)[nH]c2cc(C(=O)N3CCN(c4cccc(C(F)(F)F)c4)CC3)ccc2c1=O
34	Cc1ccc(-c2nn3c(-c4ccccc4C)nnc3c3ccccc23)cc1
35	COc1ccccc1-c1c(C(F)(F)F)oc2c(CN3CCCCC3C)c(O)ccc2c1=O (centres undefined)
36	COc1ccc(C2CC(=O)N3CN(C4CCCCC4)CSC3=C2C#N)c(OC)c1 (centres undefined)
37	Cc1ccc(N(Cc2cccs2)C(=O)Nc2cccc(Cl)c2)cc1
38	COc1ccc(NC(=O)NC(C)c2c(-n3cccc3)sc(C)c2C)cc1OC (centres undefined)
39	COC(=O)CSc1ccc2nnc(CCNS(=O)(=O)c3ccc(C)cc3)n2n1
40	COc1cccc(-n2c(-c3ccccc3F)nc3c(cnn3-c3ccc(C)cc3)c2=O)c1

Assay by compound	33	34	35	36	37	38	39	40
FH mod	-4%	?	2%	-20%	-9%	?	-5%	-19%
TSG101-PTAP inh	3%	-4%	0%	-3%	-2%	-7%	0%	1%
GALK inh	1%	?	0%	0%	0%	6%	3%	-5%
p53null 39C kill	1%	-26%	-7%	-7%	-13%	6%	?	35%[activator]
B2AR arrestin ag	1%	1%	1%	0%	-4%	-2%	-1%	1%
NTMT1 inhibitor	15%	0%	9%	16µM*	-2%	-1%	-9%	?
p53null 32C kill	-5%	-5%	6%	8%	3%	18%	0%	21%

41	COc1ccc(-c2nn(C)c3sc(C(=O)Nc4cccc(F)c4)cc23)cc1OC
42	Cc1ccc(-n2ncc3c(Nc4ccccc4C)ncnc32)cc1
43	COc1ccc(NC(=O)C(=O)NCCc2sc(-c3ccc(Cl)cc3)nc2C)cc1
44	Cn1c(=O)[nH]c2cc(-c3noc(-c4ccc(Br)cc4)n3)ccc21
45	O=C(Nc1ccccc1)N(Cc1cccc(Cl)c1)c1ccccn1
46	CN(C)c1ccc(CNC(=O)c2ccc(Cn3c(=O)c4cccn4c4cccnc43)cc2)cc1

Assay by compound	41	42	43	44	45	46
FH mod	?	-14%	1%	-2%	?	-2%
TSG101-PTAP inh	1%	-1%	2%	-3%	-6%	0%
GALK inh	6%	0%	-1%	2%	-9%	2%
p53null 39C kill	3%	?	26%	-5%	-2%	?
B2AR arrestin ag	-1%	-1%	-2%	0%	-3%	0%
NTMT1 inhibitor	11%	?	-7%	19%	12%	4%
p53null 32C kill	5%	?	0%	-6%	6%	-7%

Of the compounds above, 3 have bromine.
16	CCC(=O)N1CCc2cc(Br)cc(S(=O)(=O)CCC(=O)Nc3cccc(CC)c3)c21
20	CCC(=O)N1CCc2cc(Br)cc(S(=O)(=O)CCC(=O)N3CCN(c4ccccc4OC)CC3)c21
44	Cn1c(=O)[nH]c2cc(-c3noc(-c4ccc(Br)cc4)n3)ccc21

Assay by compound	16	20	44
FH mod	-11%	0%	-2%
TSG101-PTAP inh	-5%	-1%	-3%
GALK inh	-3%	-3%	2%
p53null 39C kill	-8%	4%	-5%
B2AR arrestin ag	1%	1%	0%
NTMT1 inhibitor	-4%	3%	19%
p53null 32C kill	4%	0%	-6%

Some of the compounds tested; the hit share may differ from the screen's.
